NOD2 RIPK2 PPI: NOD2-RIPK2 protein interaction inhibition; inhibition, % at 4.98 µM; O43353; AID 624267; CHO BLA complementation NOD2-RIPK2, CCF4 ratio; actives 0.38% (n = 360,000); in the data active = inhibition above about 21%;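 note: 0% = vehicle only and 100% = reference blocker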
NR2F2 inh: blocks human COUP-TFII nuclear receptor; P24468; HEK293T NGFI-A luciferase reporter, luminescence; inhibition, % at 8.6 µM; actives 0.7% (n = 370,000); AID 686940;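 active = inhibition above a per-plate cutoff, mean inhibition of test wells between control levels plus 3 SD, cut at about 38% in these data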;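 note: cells cotransfected with COUP-TFII expression vector driving the NGFI-A reporter; 0% = median of COUP-TF2 test wells and 100% = reporter-only cells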
Target sequence (P24468 whole entry, looked up): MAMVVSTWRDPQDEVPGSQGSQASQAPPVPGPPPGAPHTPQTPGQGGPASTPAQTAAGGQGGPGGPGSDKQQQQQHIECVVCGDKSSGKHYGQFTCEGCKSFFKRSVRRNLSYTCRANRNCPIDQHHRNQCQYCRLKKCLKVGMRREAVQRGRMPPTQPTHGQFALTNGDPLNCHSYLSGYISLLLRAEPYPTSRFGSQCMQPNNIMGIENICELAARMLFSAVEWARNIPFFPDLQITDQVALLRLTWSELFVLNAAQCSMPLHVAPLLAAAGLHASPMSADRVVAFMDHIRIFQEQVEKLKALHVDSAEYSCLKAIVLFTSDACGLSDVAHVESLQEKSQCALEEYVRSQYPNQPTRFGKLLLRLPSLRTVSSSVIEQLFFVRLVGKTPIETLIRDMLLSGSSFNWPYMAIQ
TWEAK Fn14 block: TWEAK-Fn14 signaling inhibition. AID 1159606. inhibition, % at 10 µM. TWEAK-stimulated Fn14 reporter cells, luciferase luminescence, 8 h. actives 2% (n = 360,000); in the data active = inhibition above about 50%
TROY signal inh: TROY signaling inhibition | Q293 LMP1-TROYcd NF-kB luciferase reporter, 4 h | inhibition, % at 10 µM | actives 0.98% (n = 360,000);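 active = compounds whose plate-normalised and pattern-corrected inhibition of the luciferase reporter signal at the single screening dose is 50% or more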
TLR9-MyD88 inh: blocks human TLR9 binding to MyD88 | inhibition, % at 4.98 µM | actives 0.21% (n = 340,000) | CHO BLA complementation TLR9-MyD88, CCF4 FRET ratio | Q9NR96+Q99836;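 active = inhibition above the mean over all tested compounds plus 3 SD, cut at about 21% in these data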;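 note: 0% = DMSO only wells and 100% = clavulanate BLA inhibitor control wells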
LRH-1 inv ag: suppresses constitutive activity of human LRH-1; O00482; HEK293T StAR-luciferase reporter, LRH-1 transfected, 24 h; inhibition, % at 3.6 µM; actives 0.13% (n = 360,000); AID 602396;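 active = inhibition above the mean inhibition of all tested compounds plus 3 SD, cut at about 73% in these data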;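 note: 0% = DMSO wells and 100% = reporter-only cells lacking LRH-1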
Target sequence (O00482 whole entry, looked up): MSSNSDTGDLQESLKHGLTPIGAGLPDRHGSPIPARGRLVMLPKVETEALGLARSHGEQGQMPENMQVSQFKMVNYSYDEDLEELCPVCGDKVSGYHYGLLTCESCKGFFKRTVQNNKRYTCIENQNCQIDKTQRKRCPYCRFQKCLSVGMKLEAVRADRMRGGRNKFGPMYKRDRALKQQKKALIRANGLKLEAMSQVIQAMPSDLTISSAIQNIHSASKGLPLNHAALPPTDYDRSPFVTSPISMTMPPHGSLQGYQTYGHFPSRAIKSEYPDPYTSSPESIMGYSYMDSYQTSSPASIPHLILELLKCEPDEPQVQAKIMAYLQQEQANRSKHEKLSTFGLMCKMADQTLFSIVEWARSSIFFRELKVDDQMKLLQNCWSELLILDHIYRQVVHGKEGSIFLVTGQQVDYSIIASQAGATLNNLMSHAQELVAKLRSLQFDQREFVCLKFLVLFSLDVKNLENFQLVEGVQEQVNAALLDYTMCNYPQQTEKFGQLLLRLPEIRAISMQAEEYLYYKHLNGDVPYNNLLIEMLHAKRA
TRAIL sens C8: sensitizes caspase-8 expressing cells to TRAIL | AID 624354 | actives 1% (n = 360,000) | NB7+C8 cells + TRAIL, ATPlite viability luminescence | inhibition (viability loss, TRAIL sensitization), % at 10 µM;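 active = compounds causing at least 50% loss of cell viability in the single-dose screen, relative to plate controls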
SRC1 inh: inhibits human SRC1 coactivator | Q15788 | HEK293 GAL4-SRC1 luciferase reporter, luminescence | inhibition, % at 3.6 µM | actives 0.12% (n = 360,000) | AID 588354;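 active = inhibition above the campaign mean plus 3 SD, with each screening campaign given its own cutoff, cut at about 60% in these data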;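 note: 0% = DMSO treated cells and 100% = gossypol at 36 µM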
SRC2 inh: inhibits human steroid receptor coactivator 2. Q15596. HEK293 GAL4-SRC2 luciferase reporter, luminescence. inhibition, % at 9 µM. actives 0.17% (n = 370,000). AID 651957;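 active = inhibition above the mean inhibition of all tested compounds plus 3 SD, set per campaign, cut at about 52% in these data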;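 note: 0% = DMSO treated cells and 100% = cells given Gossypol at 36 µM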
LMP1 NFkB inh: inhibitors of Epstein-Barr LMP1-induced NF-kappaB reporter; inhibition, % at 12.5 µM; actives 0.69% (n = 350,000); LMP1-induced NF-kappaB luciferase reporter cells, luminescence; in the data active = inhibition above about 41%;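 note: 0% = neutral control wells and 100% = reference inhibitor control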
NCOA3 inh: inhibitors of human steroid receptor coactivator 3 (SRC3) | actives 0.17% (n = 360,000) | HEK293 GAL4-SRC3 luciferase reporter, luminescence | inhibition, % at 3.6 µM | Q9Y6Q9;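 active = inhibition above a per-campaign cutoff, the mean of all compounds plus 3 SD, cut at about 60% in these data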;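 note: 0% = DMSO-treated cells and 100% = gossypol-treated cells at 36 µM; higher means less SRC3-driven luciferase light from the GAL4 reporter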
Numbers without * were called inactive; nt = not tested or not shown. These rows are one share of the data. The share of hits here may be higher or lower than overall.

SMILES	NOD2 RIPK2 PPI	NR2F2 inh	TWEAK Fn14 block	TROY signal inh	TLR9-MyD88 inh	LRH-1 inv ag	TRAIL sens C8	SRC1 inh	SRC2 inh	LMP1 NFkB inh	NCOA3 inh
COC(=O)[C@@]12C[C@@H](CC(=O)NCc3cccc(C(F)(F)F)c3)C(=O)N(Cc3ccc4c(c3)OCO4)C1=CCC(C)(C)C2	10	-2	nt	nt	nt	10	29	nt	-21	nt	nt
OCC1(Cc2ccccc2)CCCN(Cc2ccc3c(c2)OCCO3)C1 (stereo not drawn)	0	7	-16	14	-3	4	18	-2	-21	1	10
O=C(C(Cl)c1ccccc1)N1CCOCC1 (stereo not drawn)	-16	-4	-5	-19	3	51	2	-21	4	-4	-9
CN(N=Nc1nc[nH]c1C(N)=O)C1CCCCC1	-10	-13	5	-1	nt	28	-7	-7	-16	nt	14
CC(C)CCNC(=O)CN(Cc1ccc2c(c1)OCO2)C(=O)Cn1nnc(-c2cccs2)n1	-5	-10	-6	-7	4	0	3	-5	3	-10	9
CCN(C[C@H]1N[C@@](Cc2ccccc2)(C(=O)OC)[C@H]2C(=O)N(Cc3ccccc3)C(=O)[C@@H]12)S(=O)(=O)c1ccc(OC)cc1	1	15	24	7	0	9	13	0	-7	10	0
CCC1CCCCN1C(=O)N[C@@H](CCSC)C(=O)OC (stereo partly drawn)	-5	-13	0	4	-7	7	5	-18	-13	2	18
CCOC(=O)c1cc(=O)n2nc(-c3ccc(C)cc3)nc2s1	10	4	1	-21	3	6	-13	-6	-20	-17	-4
CCOc1ccc(C(=O)Oc2cc(C)[nH]c(=O)c2[N+](=O)[O-])cc1OCC	-3	10	4	4	-2	-2	-12	-10	27	-2	-3
C[C@H](NC(=O)CCn1nnc2ccccc2c1=O)C(=O)O	-2	-21	-22	15	4	8	-3	6	-11	-7	13
Cn1c(=O)cc(OCCCC(=O)N2CCN(Cc3ccc4c(c3)OCO4)CC2)c2ccccc21	4	-31	-6	6	-2	-14	-2	-5	-8	1	13
C=CCOc1ccc(C2c3c(oc4ccccc4c3=O)C(=O)N2CCCN2CCOCC2)cc1 (stereo not drawn)	-3	-6	-19	-53	9	-31	-4	-1	-12	4	15
COc1ccc(C(=O)Nc2cnc3ccccn3c2=O)cc1	-9	-47	11	-33	-6	-107	7	-86	-56	-4	-73
Cc1c(C(c2cccc(O)c2)c2c(C)n(C)n(-c3ccccc3)c2=O)c(=O)n(-c2ccccc2)n1C	-9	20	39	-8	-14	-13	-9	0	-15	1	5
O=C(CSc1nccc(-c2cccs2)n1)Nc1ccccc1	4	1	5	-24	-4	-18	-12	-2	6	-2	18
Cc1ccc(C(=O)O)cc1-n1c(=O)n(Cc2ccccc2)c(=O)c2[nH]cnc21	8	-3	-10	-10	-15	-7	4	-28	-1	5	-15
Cc1nn(Cc2ccc(F)cc2)c(C)c1NC(=O)c1cnn2c1NC(c1ccccc1)CC2C(F)(F)F (stereo not drawn)	-7	nt	-18	-16	-6	3	5	12	nt	-2	2
CCCCOC(=O)Nc1ccc(S(=O)(=O)Nc2cc(C)nc(C)n2)cc1	0	13	5	-4	-2	2	0	2	25	6	6
NC(=O)c1ccsc1NC(=O)c1ccco1	-5	-19	1	-20	-3	-13	3	-25	-18	-9	-19
COc1cc(Br)cc(C2C3=C(CCCC3=O)N(c3ccc(F)cc3)C3=C2C(=O)CCC3)c1O	-9	15	6	13	-4	4	21	-8	-10	12	-8
CCN(CC)c1ncnc2c1ncn2[C@H]1CN(Cc2ccncc2)C[C@@H](CO)O1	-2	3	-15	10	nt	7	-4	14	-5	nt	-5
CCN1CCN(C(=O)C(C)Nc2cc(Cl)c(OC)cc2OC)CC1 (stereo not drawn)	-7	13	6	14	-5	-16	-6	20	-10	6	14
CCc1ccc(NC(=O)C2C3/C=C\CCCCC32)cc1 (stereo not drawn)	-12	-23	-29	-65	-3	-28	10	-39	-45	-29	-61
Cc1c(C(=O)NCc2ccc3c(c2)OCO3)oc2ccc(Br)cc12	5	16	-40	-12	0	-2	4	2	-38	-5	-19
Cc1cc(C)n(-c2nc3c(c(=O)[nH]c(=O)n3C)n2CC(O)COc2ccccc2C)n1 (stereo not drawn)	5	1	-16	1	2	8	-8	-3	-9	0	4
O=C(NC1CCCC1)C(=O)N(Cc1cccnc1)C(C(=O)NCC1CCCO1)c1ccco1 (stereo not drawn)	1	15	23	-4	-11	-8	-4	5	-3	2	9
COCCCNC(=O)C[C@@H]1C[C@@]2(C(=O)OC)CCCCC=C2N(CCC2=CCCCC2)C1=O	-7	1	-15	-2	nt	-16	4	nt	7	nt	nt
CCOC(=O)C1CCN(C(=O)CSc2ccccc2Cl)CC1	6	11	3	15	8	-10	-2	-6	-8	-1	12
CCCC(=O)NC(Nc1ccc(S(=O)(=O)Nc2cc(C)on2)cc1)(C(F)(F)F)C(F)(F)F	4	11	0	7	-1	-5	-8	-13	6	-1	2
CCOC(=O)N1CCN(C(=O)CSCC(=O)Nc2nc(-c3ccccc3)cs2)CC1	4	-2	26	7	-3	-33	11	-28	-15	10	-77
C=C(C)COc1ccc(-c2n[nH]c(C)c2-c2ccc(OC)cc2)c(O)c1	7	-2	2	-10	7	-23	18	3	-18	3	12
CC1=C(C(=O)N2CCCCCC2)CC(CC(=O)NCCN2CCOCC2)C(=O)N1CCC1=CCCCC1 (stereo not drawn)	-10	8	-18	5	nt	-8	-9	nt	8	nt	nt
COC(=O)c1ccc2nc(-c3ccc(C)cc3)c(Cc3ccc(C)cc3)n2c1	5	-6	-3	-20	nt	-22	9	nt	-4	nt	nt
CC(C)OCCCNC(=O)C1CCC(CNS(=O)(=O)c2cccc3nsnc23)CC1 (stereo not drawn)	4	nt	10	-16	6	-35	-7	-24	nt	-7	-14
O=C(c1cccc(S(=O)(=O)N2CCCC2)c1)N1CCN(c2ncccn2)CC1	-3	-18	6	-3	-9	6	-7	11	4	5	12
COc1ccc(S(=O)(=O)Nc2ccc3c(c2)n(C)c(=O)n3C)cc1	5	6	-11	-22	1	-14	0	7	5	-4	6
COc1ccc(N2CCN(S(=O)(=O)CCNC(=O)C3CC(=O)N(c4ccccc4)C3)CC2)cc1 (stereo not drawn)	-5	-1	15	14	-2	-25	-12	-5	12	6	9
Cc1ccccc1NC(=O)Cn1nnc2ccccc21	1	-30	-5	0	6	-36	-6	-21	-19	-3	-2
O=C(NCc1cccc(F)c1)C1CCN(C(=O)c2sccc2-n2cccc2)CC1	-11	5	-17	-14	-17	-5	-7	2	11	-7	12
COc1cc(SC#N)ccc1N=Cc1c(C)[nH]n(-c2ccc(Cl)cc2)c1=O	-5	9	-42	-26	-5	-4	68*	0	-18	-92	-3
Cc1cccc(N=C2NC(=O)/C(=C/C=C/c3ccco3)S2)c1	-8	-6	22	5	0	-35	6	-35	-18	-31	-28
Cc1noc(C)c1S(=O)(=O)N1CCN(Cc2ccc3c(c2)OCO3)CC1	4	-1	11	6	-15	18	-6	5	-32	2	2
Nc1nnc(SCCOc2ccccc2)s1	4	-10	-20	-14	3	1	0	-39	-15	-16	-24
Cc1ccccc1N(C(=O)CS(=O)CC(=O)Nc1ccc(F)cc1)C(C)C(=O)NC(C)(C)C (stereo not drawn)	-3	2	-9	22	3	22	-8	5	-29	-6	-5
Cc1cccc(NC(=O)C2(c3cccs3)CCOCC2)n1	-9	1	6	-8	-7	0	-12	0	5	1	15
O=C(CN1CCCCCC1=O)N1CCN(S(=O)(=O)c2cccs2)CC1	6	12	-9	2	0	15	-6	-9	-26	-4	18
Cc1ccc(NC(=O)CCn2nc(C)cc2C)c(C)c1	-1	-15	4	7	-3	2	-28	-2	17	0	-1
CCOC(=O)c1c(NC(=O)C2C3CCC(O3)C2C(=O)O)sc(C)c1-c1ccc(C)cc1 (stereo not drawn)	-9	-4	-13	-3	-2	-1	0	-5	20	4	-11
CC(=O)c1c(C)[nH]c(C(=O)OCC(=O)N2CCN(c3ccccc3)CC2)c1C	-10	-5	-26	0	-14	0	5	2	-4	7	-2
O=C(CCS(=O)(=O)c1ccccc1)Nc1ccc(-c2nc3ccccc3s2)cc1	-1	-29	-11	-11	2	-128	65*	-76	-33	-30	-69
COc1ccc(N2CCN(C(=N)/C(C(C)=O)=C(\C)O)CC2)cc1	-16	-27	5	-10	1	11	3	6	-4	-2	3
COn1c(SCC(=O)N(C)C)nc2ccccc2c1=O	7	3	-5	-2	4	17	9	-28	-15	4	20
O=C(Cn1cnc2nc3n(c2c1=O)CCC3)NCc1ccccc1	4	-1	-5	21	6	14	-7	5	-28	-9	-16
Cc1ccccc1NC(=O)c1ccc(S(=O)(=O)N2CCCC2)cc1	-2	11	2	-7	-4	-11	-9	21	-6	-4	7
CN(CC(=O)Nc1ccc(Cl)c(C(F)(F)F)c1)C(=O)C1CCN(C(=O)c2ccc(Cl)cc2)CC1	5	9	36	15	-1	-22	1	4	-6	2	-3
N/C(=N\OC(=O)COc1ccc(Cl)cc1Br)c1cccnc1	2	-31	-40	-87	9	-47	14	-64	-33	-42	-62
Oc1ccc(/C=N/Nc2nn3cnnc3c3ccccc23)cc1	-8	8	-23	-17	0	-5	63*	-3	-21	2	7
O=C(O)c1cc(-c2ccccc2Cl)n[nH]1	0	-19	0	2	-3	18	-13	-2	4	2	20
O=C(Nc1cc(Cl)ccc1N1CCOCC1)c1ccc(N2CCCCC2)c([N+](=O)[O-])c1	1	4	-10	-8	-2	1	-5	-5	-7	5	8
CCC1COCCS(=O)(=O)N1Cc1ccc(C)cc1 (stereo not drawn)	3	nt	2	-16	-10	8	-2	10	nt	-1	-9
Carrying on:
SMILES	NOD2 RIPK2 PPI	NR2F2 inh	TWEAK Fn14 block	TROY signal inh	TLR9-MyD88 inh	LRH-1 inv ag	TRAIL sens C8	SRC1 inh	SRC2 inh	LMP1 NFkB inh	NCOA3 inh
Cc1ccc(C2=NNC(C(O)C(O)C(O)C(O)CO)S2)cc1 (stereo not drawn)	-3	-25	-30	-24	1	-30	-20	-21	-49	-12	-26
COCCCNC(=O)c1ccc(S(=O)(=O)c2ccc(C)cc2)c(NC(C)=O)c1	-6	7	0	-1	8	3	1	4	0	9	-8
O=C(CN1C2=NCCN2c2ccccc21)c1ccco1	-3	-5	-10	4	3	7	-5	6	-23	-3	0
Cc1ccc(NC(=O)CN2CCCCCC2)cc1Br	4	10	-14	-6	4	1	13	-12	-26	-2	-5
Cc1c(Cl)cccc1NC(=S)N1CCCCCC1	-1	16	-13	-18	9	18	-18	11	-17	-2	25
COc1ccc(C(=O)C[C@@H]2OC[C@H](C(C)C)N2S(=O)(=O)c2ccc(C)cc2)cc1OC	-14	11	nt	nt	nt	22	8	nt	-10	nt	nt
O=C(CNC(=O)c1cccs1)NCCN1CCN(Cc2ccccc2)CC1	-2	-2	23	8	-1	13	-15	-6	-13	4	13
O=C(O)CCCCCn1c(SCc2cc(=O)n3ccccc3n2)nc2ccsc2c1=O	-1	-4	42	9	-6	9	13	-8	11	-2	-7

Screening results from PubChem BioAssay.
